p53null 32C kill = kills p53 null cells at the permissive temperature | H1299-neo p53 null cells, ATP luminescence, 24 h, 32C | Potency, µM (series often up to 46.1 µM), for inactives: top-dose activity change, negative = cytotoxicity, usual class: cytotoxic | hit rate 0.62% among 55,000;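 note: potency is the fitted concentration of half-maximal effect; 0% = DMSO only and -100% = full killing by 100 µM tamoxifen; nearly all actives have a fitted effect of over 55% in size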
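H1299-neo, 600 cells/well; overnight 37C; cpd up to 46 uM, 24 h at 32C; ATPlite luminescence after 20 min RT; normalized to DMSO (0%) and tamoxifen 100 uM (100% kill); Hill-fit AC50.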
p53null 39C tox = selectivity test: cytotoxicity in p53 null cells, nonpermissive temperature; H1299 p53-null (neo) cells, 39C, ATPlite viability, 24 h; Potency, µM (titrated, usually from 46.1 µM), for the others: top-dose activity, negative = cell killing, hits mostly cytotoxic; hit rate 0.97% among 55,000; AID 904;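 note: potency is the fitted concentration of half-maximal effect; 0% = DMSO only and -100% = full killing by 100 µM tamoxifen; nearly all actives have a fitted effect of over 50% in size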
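Concentration-response (up to 46 uM) was run for 24 h at the nonpermissive 39C on H1299-p53A138V or H1299-neo cells. ATP content was measured with ATPlite luminescence. AC50 values were Hill-modeled after normalizing between DMSO and 100 uM tamoxifen killing.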
GALK inh = inhibits human galactokinase; P51570; recombinant GALK, Kinase-Glo ATP luminescence, 1 h; Potency, µM (series often up to 57.5 µM), for the others: at the top dose activity, negative = inhibition, most hits filed as inhibitors; 44,000 tested, under 10 active;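 note: plate controls were full GALK reaction for no effect and reaction lacking GALK for full effect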
Target sequence (P51570 whole entry, looked up): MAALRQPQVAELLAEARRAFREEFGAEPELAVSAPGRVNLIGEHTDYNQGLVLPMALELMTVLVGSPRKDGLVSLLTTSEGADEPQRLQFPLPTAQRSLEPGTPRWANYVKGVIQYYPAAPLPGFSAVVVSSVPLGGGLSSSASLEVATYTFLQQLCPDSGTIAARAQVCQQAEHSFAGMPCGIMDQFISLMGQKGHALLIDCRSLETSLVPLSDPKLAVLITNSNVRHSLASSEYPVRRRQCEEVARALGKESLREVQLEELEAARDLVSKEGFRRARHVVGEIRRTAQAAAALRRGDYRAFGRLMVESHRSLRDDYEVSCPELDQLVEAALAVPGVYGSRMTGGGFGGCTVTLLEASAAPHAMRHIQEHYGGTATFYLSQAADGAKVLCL
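Luminescent ATP-depletion readout (Kinase-Glo Plus) after 1 h room-temperature incubation of human GALK (5 nM) with galactose 100 µM and ATP 35 µM, pH 8.0 HEPES/Mg2+ buffer; compounds tested in qHTS format.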
PTAP-TSG101 blk = TSG101-PTAP interaction inhibition, HIV-1 budding; Q99816; Fluorescence polarization, FITC-PTAP peptide/Tsg101, 20 min; Potency, µM (top dose mostly 115 µM), without a hit: at the top dose activity change, negative = inhibition, hits mostly inhibitors; 44,000 tested, under 10 active; note: potency is the fitted concentration of half-maximal effect; 0% is about no effect
Target sequence (Q99816 whole entry, looked up): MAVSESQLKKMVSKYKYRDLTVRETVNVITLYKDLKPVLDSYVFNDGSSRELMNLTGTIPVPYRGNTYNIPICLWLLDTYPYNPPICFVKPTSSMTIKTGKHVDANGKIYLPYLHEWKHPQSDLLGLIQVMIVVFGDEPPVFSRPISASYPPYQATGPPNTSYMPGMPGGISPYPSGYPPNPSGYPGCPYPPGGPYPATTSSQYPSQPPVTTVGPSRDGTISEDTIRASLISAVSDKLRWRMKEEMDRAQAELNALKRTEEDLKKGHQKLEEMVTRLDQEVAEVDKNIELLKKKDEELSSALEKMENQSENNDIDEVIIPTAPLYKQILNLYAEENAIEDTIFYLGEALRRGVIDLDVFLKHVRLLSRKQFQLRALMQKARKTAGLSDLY
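Fluorescence polarization: Tsg101 binding domain (10 uM final) in 10 mM HEPES pH 7.5, 0.15 M NaCl, 0.01% Tween 20, 3 mM EDTA, 0.1 mM TCEP; compounds pinned; FITC-PTAP peptide 50 nM final; 20 min, r.t.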
FH mod = Identification of activators of human fumarate hydratase by quantitative high-throughput screening | FH coupled MDH/diaphorase resazurin fluorescence, 15 min | Potency, µM (series often up to 79.9 µM), inactives show at the highest dose activity change, negative = inhibition, usual class: inhibitors | hit rate 0.22% among 54,000 | AID 1347055, 2019; note: potency is the fitted concentration of half-maximal effect; % is set by controls: 0 for no effect and ±100 for the full control effect; the screen sought activators but most active calls are inhibition curves; nearly all actives have a fitted effect of over 45% in size
NTMT1 inh = NTMT1 methyltransferase inhibition. NTMT1 MTase-Glo SAH luminescence, purified enzyme. Potency, µM (series often up to 114 µM), for inactives: top-dose activity change, negative = inhibition, actives largely listed as inhibitors. hit rate 2.5% among 59,000. AID 1645870;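 note: potency is the fitted concentration of half-maximal effect; plate controls were DMSO vehicle for no effect and no enzyme for full effect; nearly all actives have a fitted effect of over 65% in size; many of its hits are not listed in these tables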
Target sequence (Q9BV86 whole entry, looked up): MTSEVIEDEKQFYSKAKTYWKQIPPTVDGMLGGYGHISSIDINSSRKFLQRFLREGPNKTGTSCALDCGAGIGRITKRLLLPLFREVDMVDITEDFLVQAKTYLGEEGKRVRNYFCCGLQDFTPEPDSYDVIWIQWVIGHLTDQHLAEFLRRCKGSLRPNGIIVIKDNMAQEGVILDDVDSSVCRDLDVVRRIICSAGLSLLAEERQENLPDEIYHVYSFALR
B2AR arrestin ag = agonists recruiting beta-arrestin to human beta2-adrenergic receptor; HTLA Tango cells, beta-arrestin recruitment, luciferase luminescence, 18 h; AID 1347077; Potency, µM (doses to about 46.1 µM), for the others: at the top dose activation, hits mostly activators; P07550; 44,000 tested, under 10 active;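 note: potency is the fitted concentration of half-maximal effect; 0% = DMSO and full agonism = EC100 isoproterenol or metaproterenol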
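Ligand-induced beta-arrestin recruitment to recombinant beta2-AR is measured via a tTA-driven luciferase reporter in Tango cells after 18 hr compound exposure at 37 degrees C. Concentrations span up to 46 microM.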
Active calls of the source: *; ? = inconclusive; · = no result given; [ ] = remark or other dose. Calls come from the whole dose curve; as a rule, active = well fitted curve in the direction sought with a large enough effect; inconclusive = small, poorly fitted or top-dose-only effect, or another doubt; inactive = no such curve, though single readings can be large; an effect the other way counts as inactive or inconclusive.

[1] COc1cccc(NC(=O)CCc2c(C)nc3nc(CNC(=O)c4cccc(F)c4)nn3c2C)c1
[2] Cc1ccc(N2CC(NC(=O)CCCc3ccccc3)CC2=O)cc1 (stereo unspecified)
[3] Cc1oc2c(c(C)cc3oc(=O)c(CC(=O)NCCc4ccc(Cl)cc4)c(C)c32)c1C
[4] COc1cc(OC)c(NC(=O)CN(C)S(=O)(=O)c2ccc3c(c2)CCCC(=O)N3)cc1Cl
[5] COc1cccc(COC(=O)c2nn(-c3ccccc3)nc2N)c1
[6] COc1cccc(C2c3c(oc4cc(C)cc(C)c4c3=O)C(=O)N2CCc2ccc(OC)c(OC)c2)c1 (stereo unspecified)
[7] CC1CN(C(=O)CCC(=O)NCc2cccc(Cl)c2)c2ccccc2S1 (stereo unspecified)
[8] Cc1sc2c(c1C)c(=O)n(-c1ccccc1)c(=O)n2CC(=O)c1ccc(Cl)cc1
assay / entry,1,2,3,4,5,6,7,8
p53null 32C kill,3%,-9%,-1%,0%,9%,-9%,7%,3%
p53null 39C tox,-6%,5%,8%,3%,-21%,-16%,-2%,3%
GALK inh,0%,-1%,-13%,1%,5%,-4%,3%,-1%
PTAP-TSG101 blk,-1%,-9%,-10%,-2%,-2%,-4%,1%,-1%
FH mod,3%,1%,1%,-14%,-20%,-13%,-17%,?
NTMT1 inh,-2%,1%,4%,9%,8%,8%,0%,-5%
B2AR arrestin ag,-3%,1%,-1%,0%,0%,0%,1%,-2%

[9] CCN(C(=O)C1CCN(S(=O)(=O)c2ccc3c(c2)CCCN3C(C)=O)CC1)c1cccc(C)c1
[10] COc1ccc(NC(=O)Cn2c(=O)n(CCC(=O)NCCc3ccc(OC)c(OC)c3)c(=O)c3ccccc32)cc1Cl
[11] CCOC(=O)c1c(Nc2ccccc2)nnc(-c2ccccc2)c1-c1ccccc1
[12] COc1ccc2c(c1)c1c(c(=O)n(CCc3ccccc3)c(=O)n1Cc1ccc(Cl)cc1)n2C
[13] CCc1ccc(NC(=O)Cn2c3ncccc3c(=O)n2-c2ccc(C)c(C)c2)cc1
[14] COC(=O)c1cc2oc(C)cc2n1Cc1cc(C)ccc1C
[15] COC(=O)c1ccc(NC(=O)CN2C(=O)c3cccc4cccc2c34)cc1
[16] CCc1ccccc1Nc1nn2c(=O)c3ccc(C(=O)NCc4ccc(C)cc4)cc3nc2s1
assay / entry,9,10,11,12,13,14,15,16
p53null 32C kill,0%,3%,10%,-4%,0%,5%,-2%,-20%
p53null 39C tox,22%,-27%,13%,-22%,5%,-16%,-12%,7%
GALK inh,-2%,2%,3%,0%,0%,7%,0%,4%
PTAP-TSG101 blk,0%,0%,1%,-1%,-1%,-1%,-2%,2%
FH mod,1%,1%,-21%,1%,-24%,-3%,-32%,2%
NTMT1 inh,4%,-2%,1%,10%,-4%,9%,22%,-8%
B2AR arrestin ag,1%,1%,0%,0%,0%,1%,1%,0%

[17] O=c1c2ccccc2nc2sc(Nc3cccc(C(F)(F)F)c3)nn12
[18] COC(=O)c1cc(OC)c(OC)c(OC)c1NC(=O)c1cc(=O)n(C)c(=O)n1C
[19] O=C(CSCc1ccc(F)cc1)N1CCc2c([nH]c3ccccc23)C1c1ccc(Cl)cc1 (stereo unspecified)
[20] COc1ccc(-n2nnc(-c3nc(-c4cccs4)no3)c2N)cc1
[21] COc1ccc(C2CC(=O)N(Cc3ccccc3C)c3c2c(C)nn3-c2nc(C)cc(C)n2)c(OC)c1 (stereo unspecified)
[22] COc1ccc(S(=O)(=O)N2CCN(CC(=O)Nc3ccc(Cl)c(C(F)(F)F)c3)CC2)cc1
[23] COc1ccc(S(=O)(=O)Nc2ccc(-c3cn4c(C)csc4n3)cc2)cc1
[24] CCCCCNS(=O)(=O)c1ccc(N2CCCCS2(=O)=O)cc1
assay / entry,17,18,19,20,21,22,23,24
p53null 32C kill,2%,-18%,11%,-1%,0%,13%,-6%,3%
p53null 39C tox,-17%,1%,16%,-13%,-3%,13%,4%,-5%
GALK inh,3%,0%,1%,-5%,5%,2%,-3%,-1%
PTAP-TSG101 blk,0%,-9%,-8%,-1%,-7%,-5%,-12%,-2%
FH mod,2%,-7%,-20%,-15%,-3%,-19%,-16%,-5%
NTMT1 inh,-7%,13%,-1%,-13%,-1%,8%,-9%,-2%
B2AR arrestin ag,-2%,0%,-1%,0%,-3%,-1%,0%,0%

[25] CCOC(=O)c1c(C)[nH]c(CCC(=O)NCc2ccccc2C)c1C
[26] CCOCCCNC(=O)c1ccc(-n2c(-c3ccccc3)cc3c2CCCC3)cc1
[27] Cc1ccc(NC(=O)C2CCCN(c3ncnc4c3nc3n4CCCCC3)C2)c(Br)c1 (stereo unspecified)
[28] COc1ccc(CCNC(=O)CCCCn2c(=O)c3ccccc3n(Cc3cc(C)ccc3C)c2=O)cc1OC
[29] COC(=O)c1cc(C)nc2c1c(=O)nc(SCc1ccccc1Cl)n2C1CC1
[30] Cc1ccccc1CNC(=O)c1ccc2nc(C(C)C)oc2c1
[31] CCOC(=O)c1cc(-c2ccc(OC)c(S(=O)(=O)NCc3ccccc3Cl)c2)on1
[32] COc1ccc(NC(=O)c2c(NCc3cccc(OC)c3)sc3c2CCC3)cc1
assay / entry,25,26,27,28,29,30,31,32
p53null 32C kill,-13%,24%,-9%,-1%,11%,2%,-9%,-18%
p53null 39C tox,-16%,25%,-11%,11%,?,?,-5%,-3%
GALK inh,4%,1%,5%,3%,-3%,0%,-3%,5%
PTAP-TSG101 blk,-7%,-5%,0%,-6%,0%,-2%,0%,-3%
FH mod,2%,-22%,-7%,-1%,-18%,-2%,-12%,7%
NTMT1 inh,?,-2%,3%,6%,3%,-7%,-2%,-11%
B2AR arrestin ag,-1%,0%,1%,1%,0%,2%,0%,8%

Rewritten field by field: part of the list above.
6) COc1cccc(C2c3c(oc4cc(C)cc(C)c4c3=O)C(=O)N2CCc2ccc(OC)c(OC)c2)c1 (stereo unspecified)
  p53null 32C kill: -9% | p53null 39C tox: -16% | GALK inh: -4% | PTAP-TSG101 blk: -4% | FH mod: -13% | NTMT1 inh: 8% | B2AR arrestin ag: 0%

26) CCOCCCNC(=O)c1ccc(-n2c(-c3ccccc3)cc3c2CCCC3)cc1
  p53null 32C kill: 24% | p53null 39C tox: 25% | GALK inh: 1% | PTAP-TSG101 blk: -5% | FH mod: -22% | NTMT1 inh: -2% | B2AR arrestin ag: 0%

Additional records follow.
[33] Cc1ccc(N2CCN(c3cc(C)nc4c(-c5ccc(Cl)cc5)c(C)nn34)CC2C)cc1 (stereo unspecified)
[34] Cc1ccccc1NC(=O)CSc1cn(CC(=O)N(C(C)C)C(C)C)c2ccccc12
[35] O=C(Cn1cc(SCc2c(F)cccc2Cl)c2ccccc21)N1CCCCCC1
[36] Cc1ccccc1Nc1c(-c2ccco2)nc2c(C)cccn12
[37] COC(=O)c1c(-c2cccs2)csc1NC(=O)c1cc(OC)cc(OC)c1
[38] COC(=O)c1ccc(CN(Cc2ccc(OC)c(OC)c2)S(=O)(=O)c2ccc(F)c(C(=O)Nc3cc(C)ccc3C)c2)cc1
[39] CC(=O)c1cccc(NS(=O)(=O)c2cccc(S(=O)(=O)c3ccc(Br)cc3)c2)c1
[40] O=C(NCCSCc1ccc(Cl)cc1)C1CCN(S(=O)(=O)Cc2ccccc2)CC1
assay / entry,33,34,35,36,37,38,39,40
p53null 32C kill,6%,-7%,15%,-16%,-11%,-4%,24%,-1%
p53null 39C tox,14%,-17%,?,?,19%,6%,-9%,1%
GALK inh,0%,-10%,3%,-6%,-7%,1%,-19%,2%
PTAP-TSG101 blk,-1%,5%,-1%,2%,0%,-6%,-2%,1%
FH mod,4%,10%,?,-14%,-24%,-22%,-16%,·
NTMT1 inh,3%,5%,?,?,-24%,17%,-7%,·
B2AR arrestin ag,3%,2%,-2%,-1%,-4%,0%,0%,-3%

The final 2 compounds of the section above open the next one:
[39] CC(=O)c1cccc(NS(=O)(=O)c2cccc(S(=O)(=O)c3ccc(Br)cc3)c2)c1
[40] O=C(NCCSCc1ccc(Cl)cc1)C1CCN(S(=O)(=O)Cc2ccccc2)CC1
[41] COc1ccccc1NC(=O)C1=C(C)Nc2nc(SCc3ccccc3F)nn2C1c1cccs1 (stereo unspecified)
[42] CCn1c(C)c(C2N3CC4(C)CN2CC(CC)(C3)C4=O)c2ccccc21 (stereo unspecified)
[43] O=C(C1CCCN(S(=O)(=O)c2cccc3nonc23)C1)N1CCN(c2ccccc2F)CC1 (stereo unspecified)
[44] O=c1c(N2CCN(c3cccc(C(F)(F)F)c3)CC2)csc2ccc(Cl)cc12
[45] Cc1ccc(CCNC(=O)C2CCN(Cc3nc(-c4ccccc4C)oc3C)CC2)cc1
[46] CCC(=O)Nc1sc2c(c1C(=O)Nc1ccc(OC)cc1)CCC(C(C)(C)C)C2 (stereo unspecified)
[47] CCOc1ccc(CNC(=O)Cn2nc(C)c3nn(-c4ccc(Cl)cc4)c(C)c3c2=O)cc1OC
[48] Cc1cccc(C(=O)Nc2ccccc2C(=O)OCc2cc(=O)n3nc(C4CC4)sc3n2)c1
assay / entry,39,40,41,42,43,44,45,46,47,48
p53null 32C kill,24%,-1%,-17%,-3%,3%,10%,0%,-1%,4%,0%
p53null 39C tox,-9%,1%,?,-11%,-2%,-5%,?,5%,-9%,-7%
GALK inh,-19%,2%,15%,4%,-7%,1%,-1%,-1%,0%,-2%
PTAP-TSG101 blk,-2%,1%,-1%,3%,-2%,-10%,2%,2%,-1%,-5%
FH mod,-16%,·,-3%,-27%,-8%,-14%,-1%,?,-4%,1%
NTMT1 inh,-7%,·,17%,2%,2%,-20%,?,8%,-1%,2%
B2AR arrestin ag,0%,-3%,0%,-3%,1%,-1%,-2%,-2%,0%,0%

[49] CCCCOc1ccc(C(=O)N(Cc2ccccc2)C2CCS(=O)(=O)C2)cc1 (stereo unspecified)
[50] O=C(COC(=O)c1cc(-c2ccccc2)nc2ccccc12)c1ccc(Br)cc1
[51] COc1cccc(CSc2nc3n(n2)C(c2cccc(F)c2)C(C(=O)Nc2ccccc2C)=C(C)N3)c1 (stereo unspecified)
[52] Cc1ccc(-c2nnc(Nc3ccc(C(N)=O)cc3)c3ccccc23)cc1S(=O)(=O)N1CCCCC1
[53] O=C(Nc1ccccc1Cl)N1CCC(CN2CCCC2)CC1
[54] CCN(CC)S(=O)(=O)c1ccc(-c2csc(=Nc3cccc(C(F)(F)F)c3)n2Cc2ccc3c(c2)OCO3)cc1
assay / entry,49,50,51,52,53,54
p53null 32C kill,3%,5%,-3%,9%,-5%,-2%[9.22 µM]
p53null 39C tox,17%,-3%,8%,2%,-7%,9%
GALK inh,1%,3%,-7%,-2%,-6%,9%
PTAP-TSG101 blk,-2%,1%,-4%,-14%,-3%,-9%
FH mod,-7%,-6%,-6%,·,9%,-15%
NTMT1 inh,12%,0%,-5%,·,0%,1%
B2AR arrestin ag,3%,1%,-3%,-1%,0%,1%

The list is partial, so the mix of outcomes need not match the whole.
